NPSR antagonist – blocks cAMP signaling of the human neuropeptide S receptor. CHO-NPSR cells, cAMP TR-FRET, antagonist mode. Potency, µM (doses to about 38.3 µM), without a hit: at the highest dose activity change, negative = inhibition, actives largely listed as inhibitors. 220,000 tested, 1% active; note: % is set by controls: 0 for no effect and ±100 for the full control effect; nearly all actives have a fitted effect of over 50% in size; many of its hits are not listed in these tables
Target sequence (Q6W5P4 whole entry, looked up): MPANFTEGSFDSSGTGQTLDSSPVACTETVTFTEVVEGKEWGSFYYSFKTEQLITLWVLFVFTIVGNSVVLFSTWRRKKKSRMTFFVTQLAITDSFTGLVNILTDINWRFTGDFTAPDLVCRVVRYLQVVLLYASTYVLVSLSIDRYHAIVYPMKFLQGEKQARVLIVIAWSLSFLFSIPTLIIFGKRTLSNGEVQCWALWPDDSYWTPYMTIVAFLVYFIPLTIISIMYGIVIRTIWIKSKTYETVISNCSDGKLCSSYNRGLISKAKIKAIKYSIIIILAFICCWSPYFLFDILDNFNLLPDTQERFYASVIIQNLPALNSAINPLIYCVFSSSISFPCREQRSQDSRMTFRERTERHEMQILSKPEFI
Epigenetic reg – regulators of epigenetic silencing causing reporter derepression in mouse cells; murine LDR cells, GFP reporter derepression, 30 h; Potency, µM (series often up to 53.9 µM), without a hit: at the top dose GFP activation, actives largely listed as activators; 280,000 tested, 0.2% active; AID 1865; note: % of control where 0% means no effect; nearly all actives have a fitted effect of over 60% in size
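GFP-positive cell count by laser-scanning cytometry (objects 20–120 um) after 30 h, 37 C compound exposure of murine LDR cells; reporter is CMV-GFP integrated at a silenced locus, inducible by HDAC or DNMT inhibitors.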
KDM4E inh – inhibitors of human JMJD2E histone demethylase | Potency, µM (highest dose often 57.1 µM), for the others: top-dose activity change, negative = inhibition, hits mostly inhibitors | B2RXH2 | JMJD2E catalytic domain, FDH-coupled NADH fluorescence (FDH is formaldehyde dehydrogenase) | 230,000 tested, 1.6% active; active = well fitted inhibition curve with a large enough effect, not every such curve was filed as active; inconclusive = small, poorly fitted or top-dose-only effect, or another doubt; inactive = no such curve, though single readings can be large or run the other way;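 note: 0% = wells with enzyme and -100% = buffer wells without enzyme; nearly all actives have a fitted effect of over 50% in size; many of its hits are not listed in these tables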
Target sequence (B2RXH2 1-337 limits assumed): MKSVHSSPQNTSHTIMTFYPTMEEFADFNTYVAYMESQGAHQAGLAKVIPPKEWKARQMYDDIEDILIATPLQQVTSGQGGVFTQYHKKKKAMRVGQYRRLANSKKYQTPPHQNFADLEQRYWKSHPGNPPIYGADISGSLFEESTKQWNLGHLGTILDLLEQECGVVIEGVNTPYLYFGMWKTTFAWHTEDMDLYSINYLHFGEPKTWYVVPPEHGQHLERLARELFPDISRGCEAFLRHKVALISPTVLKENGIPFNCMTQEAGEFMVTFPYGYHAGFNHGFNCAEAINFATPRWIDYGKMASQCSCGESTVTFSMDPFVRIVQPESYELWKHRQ
RECQ1 helicase – inhibitors of human RECQ1 DNA helicase. P46063. RECQ1 DNA unwinding, red fluorescence kinetic read. Potency, µM (titrated, usually from 57.3 µM), inactives show top-dose activity, negative = inhibition, usual class: inhibitors. 240,000 tested, 0.54% active. AID 2549;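 note: plate controls were vehicle for no effect and no enzyme for full effect; nearly all actives have a fitted effect of over 30% in size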
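RECQ1T1 50 nM; forked duplex (20 bp + 30-nt ss tails) 200 nM, ATP 2 mM final; pH 8.0, 2 mM MgCl2, 2.5 ug/ml poly(dI-dC); 15 min compound preincubation; discontinuous kinetic read over 2 h at RT.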
IMPase Li inh – IMPase inhibition in cells with lithium potentiation; Potency, µM (top dose mostly 59.4 µM), inactives show top-dose activity, negative = IMPase inhibition, actives largely listed as inhibitors; CHO-M1 cells, IP1 TR-FRET (IP-One), carbachol + lithium; 210,000 tested, 0.35% active;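 note: IP1 builds up when IMPase is blocked and the TR-FRET signal falls; plate controls were basal vehicle for no effect and high inhibitor control for full effect; nearly all actives have a fitted effect of over 50% in size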
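CHO cells stably expressing M1 receptor (2000/well) were cultured 16–30 h, then exposed to compounds with a small lithium addition for 30 min at 37C. IP1 was measured by TR-FRET competition; AC50 from Hill fits.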
Luc counter – counter-screen: inhibitors of Kinase-Glo firefly luciferase; Q27757; Kinase-Glo luciferase, ATP luminescence, 8 min; Potency, µM (doses to about 38.3 µM), inactives show top-dose activity change, negative = inhibition, most hits filed as inhibitors; 200,000 tested, 0.28% active; AID 1379; note: % is set by controls: 0 for no effect and ±100 for the full control effect; nearly all actives have a fitted effect of over 60% in size
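Recombinant Kinase-Glo luciferase, 10 uM ATP (linear range), luciferin; imidazole pH 7.2 / KCl / MgCl2 / Tween / BSA buffer; 8 min RT; luminescence.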
RGS12 GoLoco inh – inhibitors of human Gai1-RGS12 GoLoco interaction (red fluorophore) | P63096 | Gai1:RGS12 GoLoco peptide FP, rhodamine, 10 min | Potency, µM (titrated, usually from 61.6 µM), inactives show top-dose activity, negative = inhibition, actives largely listed as inhibitors | 230,000 tested, 0.44% active; active = well fitted inhibition curve with a large enough effect, not every such curve was filed as active; inactive = no such curve, though single readings can be large or run the other way; note: % is set by controls: 0 for no effect and ±100 for the full control effect; nearly all actives have a fitted effect of over 30% in size; many of its hits are not listed in these tables
Target sequence (P63096 whole entry, looked up): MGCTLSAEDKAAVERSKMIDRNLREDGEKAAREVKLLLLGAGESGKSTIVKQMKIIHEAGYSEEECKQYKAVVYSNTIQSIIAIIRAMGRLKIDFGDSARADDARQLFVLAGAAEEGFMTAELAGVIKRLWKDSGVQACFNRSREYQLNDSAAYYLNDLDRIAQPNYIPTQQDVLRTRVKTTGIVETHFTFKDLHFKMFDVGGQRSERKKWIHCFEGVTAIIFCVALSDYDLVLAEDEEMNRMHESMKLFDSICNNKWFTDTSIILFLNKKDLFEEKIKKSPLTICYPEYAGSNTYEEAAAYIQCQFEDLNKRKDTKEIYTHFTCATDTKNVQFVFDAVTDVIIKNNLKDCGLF
SMN2 splice enh – enhancers of SMN2 splice variant expression | HEK293 SMN2-luciferase splicing reporter, luminescence, 30-36 h | Potency, µM (highest dose often 46.1 µM), inactives show at the highest dose activity change, positive = activation, most hits filed as activators | 210,000 tested, 2.8% active; note: % of control where 0% means no effect; nearly all actives have a fitted effect of over 55% in size
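qHTS luciferase splicing reporter: luminescence rises when SMN2 exon 7 is included in transfected HEK293 cells. Compound exposure lasted 30-36 h at 37C, with 4.5 mM final sodium butyrate as control, followed by a ONE-Glo read.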
Numbers without * were called inactive; i = inactive; ? = inconclusive; . = no result given; [ ] = dose if it differs, or a comment. Unless noted, calls come from the whole dose curve; as a rule, active = well fitted curve in the direction sought with a large enough effect; inconclusive = small, poorly fitted or top-dose-only effect, or another doubt; inactive = no such curve, though single readings can be large; an effect the other way counts as inactive or inconclusive. Potency is the fitted concentration of half-maximal effect. The list is partial, so the mix of outcomes need not match the whole.

SMILES	NPSR antagonist	Epigenetic reg	KDM4E inh	RECQ1 helicase	IMPase Li inh	Luc counter	RGS12 GoLoco inh	SMN2 splice enh
CN(C)S(=O)(=O)c1ccc(N2CCOCC2)c(C(=O)O)c1	-14.1%[46.1 µM]	0.8%	4.6%	-9.9%	25.4%[38.3 µM]	0.0%	17.8%	-11.9%
C/C(=N\Nc1ncc(Cl)cc1Cl)c1ccc2c(c1)OCO2	-13.9%	4.5%	-21.9%	i	10.4%	-0.3%	13.2%	10.6%
O=C(NNS(=O)(=O)c1ccc(Cl)cc1)c1cnn(-c2ccccc2)c1-n1cccc1	-21.5%[46.1 µM]	-1.6%	-2.1%	-6.0%	1.9%[38.3 µM]	-2.5%	6.6%	-14.1%
Cc1ccccc1NC1=NC(=S)N(c2ccccc2)C12CCCCC2	-51.9%	-3.1%	6.1%	-7.4%	0.9%	1.0%	12.7%	-37.3%[inhibitor]
N=c1n(Cc2ccccc2)c2ccccc2n1CC(O)c1ccco1 (stereo not given)	?	-4.9%	2.5%	-4.2%	-13.3%[38.3 µM]	2.1%	37.3%[activator]	13.0%
Cc1nc(N2CCOCC2)c(C#N)c(C)c1Br	4.6%[46.1 µM]	-3.8%	-29.2%	-7.3%	26.8%[38.3 µM]	-3.5%	4.6%	-19.0%
CCOc1ccc(C(=O)N/N=C/c2cc([N+](=O)[O-])cs2)cc1	-7.2%	4.1%	1.2%	6.7%	4.1%	1.0%	39.0%[activator]	.
CCn1c(SCC(=O)N/N=C\c2ccccc2OCC(=O)O)nnc1-c1ccc(Cl)cc1	12.0%	2.0%	-8.5%	-11.2%	.	.	4.2%	.
Cc1ccc(C2CC(=O)c3cnc(NC(=O)c4ccco4)nc3C2)cc1 (stereo not given)	-5.1%[46.1 µM]	-1.0%	-2.7%	6.7%	7.7%[38.3 µM]	-1.7%	22.7%	16.8%
Cc1nc(NCc2ccccc2)[nH]c(=O)c1CCC(C)C	7.8%[46.1 µM]	1.8%	1.8%	3.7%	28.9%[38.3 µM]	-3.3%	48.0%	-59.6%[inhibitor]
Cc1ccc2cc(CN(Cc3ccco3)C(=O)c3cccs3)c(=O)[nH]c2c1	-2.4%[46.1 µM]	0.0%	?	-1.2%	23.5%[38.3 µM]	1.3%	16.1%	-7.4%
O=C(CSCc1nc2ccccc2[nH]1)Nc1ccc(Oc2ccccc2)cc1	-14.0%	-1.0%	-2.4%	0.0%	-3.2%	0.4%	0.1%	-15.5%
COC(=O)c1c(C(=O)OC)c(-c2ccccc2)n2c1CCC2	-3.1%[46.1 µM]	-2.1%	-8.5%	-4.0%	-0.1%[38.3 µM]	-1.1%	5.1%	-5.4%
COCCOC(=O)c1c(C)oc2ccc(OC(=O)COc3c(F)c(F)c(F)c(F)c3F)cc12	-4.9%[46.1 µM]	0.0%	-1.2%	i	18.1%[38.3 µM]	2.2%	-3.8%	13.6%
O=C(OCC(=O)c1ccccc1Cl)c1cnccn1	15.9%	-3.8%	-3.9%	-1.5%	-1.9%	-3.3%	6.9%	-6.0%
COC(=O)C1CCN(C(=O)CCC2CCCCC2)CC1	-3.4%[46.1 µM]	1.4%	0.4%	-11.2%	4.3%[38.3 µM]	-3.6%	9.6%	9.6%
CNc1nnc(-c2ccco2)s1	-10.5%	1.1%	?	i	.	.	8.3%	.
Cc1cc(C)nc(NC(=O)NS(=O)(=O)Nc2ccc(Br)cn2)n1	-1.8%[46.1 µM]	-1.1%	-1.7%	1.1%	5.6%[38.3 µM]	-1.5%	-0.6%	-10.2%
COc1ccc(C(=O)/C=C2/c3ccccc3CC(C)(C)N2C)cc1OC	5.3%	3.5%	2.4%	-7.0%	-1.7%	-0.1%	-5.5%	5.1%
Cc1ccc(C2=NC(C)(C)NC2=O)cc1	-1.6%[46.1 µM]	-2.5%	5.4%	i	18.0%[38.3 µM]	1.7%	-8.2%	-29.8%
O=C(Oc1ccccc1)C1O[C@@H]1c1ccccc1 (stereo not given in full)	.	-0.1%	-4.8%	0.2%	1.8%	-0.5%	-3.3%	-3.5%
Cc1cc(NC(=O)CSc2nnnn2-c2ccccc2)no1	-1.8%	-1.1%	-18.1%	-2.3%	12.8%	-0.5%	-3.1%	.
O=C(CSCc1ccc(F)cc1)NCc1cccs1	18.7%	1.0%	-1.7%	-10.0%	2.9%	10.5%	0.9%	-11.8%
CCn1c(COc2ccc(Cl)c(C)c2)nnc1SCC(=O)N1CCCC1	-1.9%[46.1 µM]	-0.2%	7.7%	-6.7%	-7.0%[38.3 µM]	-1.2%	9.9%	-18.6%
O=C(NC1CCCCC1)C1CCCN(c2nnnn2-c2ccccc2)C1 (stereo not given)	-3.7%[46.1 µM]	1.0%	8.9%	i	10.7%[38.3 µM]	-0.2%	4.0%	11.3%
Cc1cc(C(=O)c2ccc(C(C)(C)C)cc2)c(NC(=O)CCl)s1	-37.6%	1.0%	5.8%	-0.8%	11.1%	2.9%	1.6%	-20.1%
S=C1NCCOCCOCCOCCNC(=S)N2CCOCCOCCN1CCOCCOCC2	-0.4%	0.0%	-6.7%	i	4.0%	-3.0%	7.9%	.
N=C1c2c(cc(=O)n3c2[nH]c2ccccc23)CN1CCN1CCOCC1	-35.9%	2.6%	?	-18.7%	23.5%	0.6%	44.0%[activator]	-21.7%
COc1ccc(C/C(C)=N/NC(=O)c2ccc(Cl)cc2)cc1	-1.6%	-2.3%	91.8%[activator]	-11.2%	4.5%	1.6%	17.9%	6.8%
CCOC(=O)N1CCN(C(=S)NC(=O)c2nn(C)cc2Br)CC1	4.9%	-1.5%	11.5%	9.8%	0.4%	2.1%	8.1%	4.4%
O=C(NCCc1ccccc1)C1CCN(S(=O)(=O)c2ccc(-n3cnnn3)cc2)CC1	-19.3%[46.1 µM]	-3.1%	-4.1%	-0.8%	-13.2%[38.3 µM]	-0.3%	-9.8%	-2.5%
Cc1ccc(C)c(N(CC(N)=O)S(C)(=O)=O)c1	-0.5%[46.1 µM]	-1.1%	1.6%	i	24.9%[38.3 µM]	2.3%	-5.5%	26.7%
CCC(C)OC1OC(CO)C(O)C(O)C1NC(C)=O (stereo not given)	10.8%	-1.1%	1.2%	-2.6%	0.4%	0.1%	-1.5%	-8.6%
Cc1ccc(C(=O)Oc2ccccc2N2C(=O)C3CCC(C)CC3C2=O)cc1 (stereo not given)	16.5%[46.1 µM]	-1.0%	0.3%	0.4%	37.0%[activator][38.3 µM]	-1.4%	1.1%	?
O=C1CC2(CCCC2)C(=O)N1c1ccc(S(=O)(=O)NCC2CC2)cc1Cl	-4.4%	-0.9%	-23.4%	-14.0%	.	.	9.8%	.
Cc1nnc(SCC(=O)Nc2c(Cl)cccc2Cl)[nH]c1=O	-8.6%[46.1 µM]	-0.8%	1.1%	-7.5%	27.7%[38.3 µM]	0.6%	10.6%	2.9%
c1ccc(-c2noc(C34CC5CC(CC(C5)C3)C4)n2)nc1	-12.2%[46.1 µM]	5.1%	0.8%	i	4.3%	1.0%	10.7%	12.6µM*
CCOC(=O)NC(NC(=S)Nc1ccc(OCC)cc1)C(Cl)(Cl)Cl (stereo not given)	6.6%	-1.9%	2.5%	0.2%	-4.7%	-0.4%	10.7%	15.4%
CC(C)(C)NC(=O)[C@@H]1C[C@@H]2CCCC[C@@H]2CN1C[C@@H](O)[C@H](Cc1ccccc1)NC(=O)[C@H](CC(N)=O)NC(=O)c1ccc2ccccc2n1	.	.	.	-13.0%	16.8%	.	0.9%	-0.7%
Oc1c(Br)cc(Br)cc1/C=N/N1CCN(Cc2ccccc2)CC1	11.4%	0.0%	7.6%	-2.8%	-2.1%	-2.7%	-0.4%	-15.4%
CCCC(=O)c1c(NC(C)C)cc(C)oc1=O	5.3%[46.1 µM]	-1.7%	3.6%	-10.6%	-6.4%[38.3 µM]	-1.6%	5.3%	0.2%
Cc1c2n(c3ccccc13)CC/C2=N\O	-21.1%	1.6%	?	?	.	.	-4.8%	.
CC1CCC/C(=N\NC(=O)COc2ccc(Cl)cc2Cl)C1 (stereo not given)	-1.8%[46.1 µM]	6.6%	7.4%	-1.4%	-5.2%[38.3 µM]	-2.2%	7.4%	-20.4%
COc1ccc(Cl)cc1NS(=O)(=O)c1cc(Cl)ccc1OC	-29.3%[46.1 µM]	2.9%	2.1%	-17.7%	17.9%[38.3 µM]	2.3%	1.3%	-16.1%
COc1ccc(S(=O)(=O)N(Cc2ccc(OC)c(OC)c2)Cc2ccco2)cc1	-22.5%[46.1 µM]	-1.0%	4.1%	-8.6%	13.8%[38.3 µM]	1.6%	3.0%	-48.6%[inhibitor]
Cc1cc2ncn(C3CC(=O)N(C)C3=O)c2cc1C (stereo not given)	0.7%[46.1 µM]	-2.7%	9.3%	-16.4%	0.3%[38.3 µM]	0.4%	22.3%	-7.3%
CC1(C)CC(=O)c2cnc(NCC3CCCO3)nc2C1 (stereo not given)	-12.6%[46.1 µM]	-1.0%	-0.2%	12.4%	29.0%[38.3 µM]	-0.7%	-16.9%	19.5%
O=C(COC(=O)c1ccc(NS(=O)(=O)c2cccs2)cc1O)NCc1ccccc1	-30.7%	-3.8%	0.5%	-3.4%	1.8%	1.0%	4.6%	18.9%
CCC1=C2CC[C@H]3C(=O)NC(=O)[C@H]3[C@H]2[C@@]2(C)C(=O)N(CC3CC3)C(=O)N2C1=O	.	2.3%	0.2%	-8.8%	-10.0%	-5.6%	4.9%	1.0%
Cc1cccc(NC(=S)NC(=O)/C=C/c2ccco2)n1	?	2.3%	?	-29.0%	37.3%[activator][38.3 µM]	-1.6%	2.6%	-5.1%
CC(C)(C)n1nc2c(c1NC(=O)Cc1cccc3ccccc13)CS(=O)(=O)C2	-10.0%	-2.7%	1.3%	i	-0.4%	1.2%	-6.7%	3.3%
CCCCCCCCOC(=O)c1ccc(N)cc1	2.8%[46.1 µM]	3.5%	7.6%	-4.7%	-2.4%	0.1%	-6.3%	-12.7%

Compound activity as filed in PubChem BioAssay.
